KOR beta-arrestin-1 = KOR agonists, beta-arrestin recruitment, primary screen, cell-based, luminescence, uHTS (AID 1777); KOR beta-arrestin recruitment, luminescence; higher % means a stronger effect; activation, % at 10 µM, or EC50 in µM where a hit was titrated; actives 0.02% (n = 280,000); in the data active means activation above about 50%, passing the limit was not always enough; further: a part of the inactive calls stands beside numbers as strong as those of hits
HEK293 NOD2/NF-kB = inhibition of NOD2-driven NF-kB reporter – cell-based, luminescence, uHTS, HEK293 (AID 1566). actives 0.63% (n = 290,000). inhibition, % at 4 µM, or EC50 in µM where a hit was titrated. HEK293 NOD2/NF-kB luciferase reporter, luminescence; higher % means a stronger effect; further: many of its hits are not listed in these tables
KOR beta-arrestin-2 = KOR antagonists, beta-arrestin recruitment, cell-based, luminescence, uHTS (AID 1778); KOR beta-arrestin recruitment, luminescence, antagonist mode; higher % means a stronger effect; inhibition, % at 10 µM; hits with a dose series show IC50 in µM; actives 0.091% (n = 290,000); further: strong numbers were not always called active
P. falciparum M1AAP = P. falciparum M1AAP inhibitors, biochemical, fluorogenic H-Leu-NHMec substrate, 1536-well (AID 1445); recombinant M1AAP, H-Leu-NHMec fluorogenic kinetic assay; higher % means a stronger effect; one-dose inhibition, % at 30 µM; IC50 in µM for titrated hits; actives 0.42% (n = 220,000);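 active means primary inhibition above the hit cutoff, then over 50% inhibition at one or more dose response concentrations, cut at about 23% in these data, passing the limit was not always enough; inconclusive means conflicting primary data, or primary hits not chosen for dose response; inactive means low primary inhibition, or under 50% at every dose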;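 further: plate controls were DMSO full reaction for no effect and no enzyme background for full effect; strong numbers were not always called active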
AID2073 = inhibitors of Mint1-CaV2.2 protein interaction, biochemical, HTRF (AID 2073). HTRF protein-protein interaction, Mint1-CaV2.2; higher % means a stronger effect. actives 0.19% (n = 290,000). inhibition, % at 20 µM; hits with a dose series show IC50 in µM; in the data active means inhibition mostly above about 51%, no sharp cut-off; inconclusive means no clear call, values can overlap the other calls; inactive means mostly below about 53%; further: some results filed as inactive read as strong as hits
GPR55 beta-arrestin = GPR55 agonists via beta-arrestin recruitment, primary screen, imaging, U2OS cells, beta-arrestin-GFP redistribution (AID 1961) | U2OS GPR55 beta-arrestin-GFP redistribution imaging; higher % means a stronger effect | actives 0.048% (n = 290,000) | one-dose activation, % at 10 µM; EC50 in µM for titrated hits;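 active means activation above 40% with more than 50 cells counted in the well; inconclusive means wells holding fewer than 50 cells, flagged as toxic or sparse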;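 further: U2OS osteosarcoma cells stably expressing GPR55 and beta-arrestin-GFP; plate controls were DMSO negative control for no effect and LPI positive control for full effect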
Dynein cargo inh = dynein cargo transport inhibition. actives 0.47% (n = 220,000). 3617.4 mouse cells, GR-EGFP nuclear translocation imaging; test concentration mostly 20 µM; stimulated with dexamethasone, 1 µM; stronger effect = lower value. z-score, hits read low;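 active means plate z-score of nuclear minus cytoplasmic receptor signal below a set negative limit, without overly bright fluorescence or cell loss, cut at about -3.5 in these data, passing the limit was not always enough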;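 further: z-score of nuclear minus cytoplasmic ring GR-EGFP intensity difference per well; some compounds called inactive have numbers as strong as hits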
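medium = tetracycline-free induction medium containing charcoal-stripped FBS | also added = 1.0 µM final dexamethasone stimulus | schedule = 48 h induction, 1 h compound, 30 min dex at 37 °C | technique = fixed, Hoechst-stained cells imaged at 10x for EGFP | measure = GR-EGFP nuclear translocation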
NOD1 inhibition = inhibition of NOD1-driven NF-kB reporter – cell-based, luminescence, uHTS, primary screen (AID 1578). NOD1-driven NF-kB luciferase reporter cells, luminescence; higher % means a stronger effect. inhibition, % at 4 µM, or EC50 in µM where a hit was titrated. actives 1% (n = 290,000); in the data active means inhibition mostly above about 36%, no sharp cut-off; inactive means mostly below about 34%;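 further: HEK-293T reporter cells stimulated with the NOD1 agonist gamma-tri-DAP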
M17LAP inhibition = P. falciparum M17LAP inhibitors, primary screen, biochemical, fluorogenic H-Leu-NHMec substrate, 1536-well (AID 1619); recombinant M17LAP, H-Leu-NHMec fluorogenic kinetic assay; higher % means a stronger effect; inhibition, % at 30 µM, or IC50 in µM where a hit was titrated; actives 0.38% (n = 220,000);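 active means compound inhibiting the enzyme by more than half at any dose during confirmatory dose-response retesting; inconclusive means strong single-dose inhibitors picked by rank but not retested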;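 further: plate controls were full reaction with DMSO carrier for no effect and no enzyme background for full effect; strong numbers were not always called active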
Dynein cargo inh cytoplasmic EGFP = recorded beside Dynein cargo inh, whose call it bears; z-score; measured here: cytoplasmic GR-EGFP intensity; stronger effect = higher value
Dynein cargo inh nuclear GR-EGFP = recorded beside Dynein cargo inh, whose call it bears; z-score; measured here: nuclear GR-EGFP intensity;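 lower value marks the stronger effect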
Dynein cargo inh cell count = further read-out of Dynein cargo inh, marked with its call; z-score; measured here: cell count per field
The depositor's hits bear a star; u = inconclusive; x = not tested or not shown; [ ] = remark or other dose. Unless noted, no stated cut-off is given here; in the data, active means inhibition above about 50%; inactive means the rest. A portion of the library; count on the stated rates, not on these rows.

SMILES	KOR beta-arrestin-1	HEK293 NOD2/NF-kB	KOR beta-arrestin-2	P. falciparum M1AAP	AID2073	GPR55 beta-arrestin	Dynein cargo inh	Dynein cargo inh cytoplasmic EGFP	Dynein cargo inh nuclear GR-EGFP	Dynein cargo inh cell count	NOD1 inhibition	M17LAP inhibition
COc1ccc2cc(CCNC(=O)c3c(-c4ccccc4Cl)noc3C)c(=O)[nH]c2c1	6.1%	3%	29%	9%	0%	-0.1%	1.4	-0.21	0.81	0.17	-18%	0%
O=C(c1ccccc1)c1ccc2nc(N3CCN(C(=O)c4ccco4)CC3)c3nncn3c2c1	2.6%	10%	-4%	10%	4%	-0.2%	-0.58	-0.065	-0.26	-0.28	1%	4%
CC1c2cc3c(cc2CCN1CC(=O)Nc1ccccc1)OCCCO3 (centres undefined)	1.4%	19%	-32%[20 µM]	x	20%	-0.1%	x	x	x	x	53%	x
Cc1ccc(C(OC(=O)c2ccco2)C(=O)NC2CCCCC2)cc1 (centres undefined)	-0.1%	-4%	-18%	4%	-1%	-0.1%	-0.16	-0.18	-0.7	-0.21	0%	-6%
CCOC(=O)c1c(N/N=C/c2cccnc2)n[nH]c1C	1.3%	-30%	19%	5%	-7%	-0.1%	0.13	-0.27	-0.074	0.03	-2%	32%
Cc1[nH]c(=O)[nH]c(=O)c1/C=N/NC(=O)[C@H](C)NC(=O)OC(C)(C)C	4.3%	3%	2%	-8%	4%	-0.1%	1.4	-0.22	0.49	-1.4	6%	17%
COc1ccc(CC(=O)N2CCN=C2SCc2cccc([N+](=O)[O-])c2)cc1	2.4%	10%	-11%	13%	u	-0.1%	-1.2	-0.069	-0.8	-0.11	-36%	-8%
COc1ccc(-n2nc(C(=O)NCC(=O)N3CC(C)CC(C)C3)c3ccccc3c2=O)cc1OC (centres undefined)	3.5%	6%	-7%	x	7%	-0.1%	x	x	x	x	4%	x
O=C(NC1=NCCS1)c1nc(-c2ccccc2)n(-c2ccccc2)n1	0.4%	1%	-1%	7%	-7%	-0.1%	0.014	-0.24	0.18	-0.02	-19%	6%
CCC(CC)c1nnc(NC(=O)CCc2ccccc2)s1	-3.9%	-6%	-27%[20 µM]	x	-3%	0.3%	x	x	x	x	-31%	x
COc1ccc(NC(=S)NCCc2c[nH]c3ccc(OC)cc23)c(OC)c1	2.1%	8%	6%	-2%	-36%	-0.1%	0.34	0.18	0.71	-0.35	6%	0%
CCCCOC(=O)c1ccccc1N1C(=O)C2C3CCC(C3)C2C1=O (centres undefined)	-2.5%	14%	5%	5%	-6%	-0.3%	-1.1	-0.28	-0.84	0.71	-9%	-11%
CCCNC(=O)NNC(=O)c1ccc(F)cc1	-3.5%	13%	-14%	2%	12%	0.0%	-0.86	-0.2	-0.6	0.069	-42%	-7%
Cc1ccc(-c2csc(NC(=O)C3=COCCO3)n2)cc1	2.3%	-58%	8%	4%	4%	0.2%	2.5	-0.27	1.5	-0.38	-38%	0%
Cc1cc(C)nc(CCNC(=O)c2cc(COc3c(F)cccc3F)on2)n1	-7.3%	1%	-11%	1%	5%	-0.2%	0.063	-0.26	0.2	-0.2	17%	0%
COc1ccc(N2C(=O)C3CCCN3C2c2ccccc2)cc1Cl (centres undefined)	5.0%	11%	-20%	2%	-9%	-0.1%	2.7	-0.13	1.3	-2.2	-24%	-9%
O=C(NCc1cccnc1)C(=O)C1C(=O)Nc2ccccc21 (centres undefined)	6.6%	5%	13%	10%	8%	-0.2%	0.31	-0.23	-0.1	1.2	8%	6%
COc1ccc(/C=N/NC(=O)CNC(=O)c2ccc3c(c2)OCCO3)c(C(=O)O)c1OC	11%	24%	4%	x	8%	0.2%	x	x	x	x	-11%	x
COc1ccc(N(C)C(=O)c2oc(=O)c3ccccc3c2-c2ccc(C)cc2)c(OC)c1	-1.4%	9%	26%	-3%	-7%	-0.1%	0.92	-0.22	0.89	0.057	7%	-5%
FC(F)(F)c1cc(-c2ccccc2)nc(N2CCCCCC2)n1	3.4%	-2%	-34%	-1%	16%	0.0%	1.4	-0.2	0.58	-0.38	38%*	2%
Cc1ccc(C(=O)c2no[n+]([O-])c2C(=O)c2ccc(C)cc2)cc1	12%	-1%	10%	1%	-2%	-0.1%	-2.1	1.7	-0.62	-1.4	18%	16%
COCc1cc(CNC(=O)C2CCC(=O)N(Cc3ccccc3OC)C2)[nH]n1 (centres undefined)	1.6%	-8%	10%	x	5%	0.0%	x	x	x	x	-30%	x
CCOC(=O)CCc1c(C)nc(SCc2ccc(C(=O)O)cc2)c(C#N)c1C	1.3%	17%	-18%[20 µM]	x	8%	0.3%	x	x	x	x	14%	x
Cc1nc2c3cc(F)ccc3n(Cc3ccc(F)cc3)c2s1	4.4%	-8%	-137%	1%	17%	0.2%	-1	-0.12	-0.59	0.95	-24%	-2%
CCOC(=O)CNC(=O)N(CCOC)CC1CCCN(C2Cc3ccccc3C2)C1 (centres undefined)	-5.4%	3%	-24%[20 µM]	x	13%	0.0%	x	x	x	x	-18%	x
O=c1c2cccnc2nc2n1CCCCC2	-5.7%	16%	-24%[20 µM]	12%	-4%	-0.1%	-0.33	-0.36	0.39	0.75	-15%	11%
Cc1noc(C)c1COC(=O)c1ccc(S(=O)(=O)NCc2ccco2)cc1	-2.4%	-3%	-8%	8%	-1%	0.0%	0.42	-0.19	0.54	-0.34	-13%	8%
Cc1cc(=O)[nH]c(Nc2cccc(C(F)(F)F)c2)n1	5.2%	38%	1%	5%	-2%	-0.1%	-0.69	-0.29	-0.22	0.35	49%	0%
CCOC(=O)C(C)Sc1nc(-c2ccccc2)nc2ccccc12 (centres undefined)	3.4%	2%	-39%	5%	28%	0.3%	0.51	-0.21	0.16	0.35	26%	2%
COc1cc(C2SC(C)C(=O)N2CCc2ccccc2)cc(OC)c1OC (centres undefined)	4.9%	7%	3%	-2%	-17%	-0.3%	-0.9	-0.27	-0.57	1.4	-34%	-1%

Random excerpt: two records from the list.
SMILES	KOR beta-arrestin-1	HEK293 NOD2/NF-kB	KOR beta-arrestin-2	P. falciparum M1AAP	AID2073	GPR55 beta-arrestin	Dynein cargo inh	Dynein cargo inh cytoplasmic EGFP	Dynein cargo inh nuclear GR-EGFP	Dynein cargo inh cell count	NOD1 inhibition	M17LAP inhibition
COc1cc(C2SC(C)C(=O)N2CCc2ccccc2)cc(OC)c1OC (centres undefined)	4.9%	7%	3%	-2%	-17%	-0.3%	-0.9	-0.27	-0.57	1.4	-34%	-1%
O=C(NCc1cccnc1)C(=O)C1C(=O)Nc2ccccc21 (centres undefined)	6.6%	5%	13%	10%	8%	-0.2%	0.31	-0.23	-0.1	1.2	8%	6%

Carrying on:
SMILES	KOR beta-arrestin-1	HEK293 NOD2/NF-kB	KOR beta-arrestin-2	P. falciparum M1AAP	AID2073	GPR55 beta-arrestin	Dynein cargo inh	Dynein cargo inh cytoplasmic EGFP	Dynein cargo inh nuclear GR-EGFP	Dynein cargo inh cell count	NOD1 inhibition	M17LAP inhibition
O=C(NCc1nnc(SCC(=O)N2CCCc3ccccc32)o1)c1ccccc1F	-2.1%	15%	-20%	0%	-2%	0.0%	-0.84	-0.27	-0.49	1.7	-17%	0%
CCCCn1nnnc1SCC(=O)Nc1ccc(F)cc1	3.9%	-2%	2%	9%	0%	0.6%	0.81	-0.11	0.15	-0.34	-22%	8%
CC(=O)c1nn(-c2cccc(Br)c2)cc1C(=O)c1ccc2ccccc2c1	6.1%	4%	28%	2%	-3%	-0.1%	0.08	0.33	0.27	1.5	-31%	5%
CCCCn1c(SCC(=O)N(CC)C2CCS(=O)(=O)C2)nnc1C(CC)N(C)C (centres undefined)	15%	18%	0%	-1%	-14%	-0.3%	-0.22	-0.039	0.68	0.23	13%	3%
CCCCn1c(SCC(=O)Nc2ccccc2C(F)(F)F)nc2ccsc2c1=O	1.0%	17%	-36%	-3%	4%	-0.1%	-0.72	-0.21	-0.25	0.67	9%	5%
COCCNC(=O)C(=O)NNC(=O)CCc1ccccc1	4.4%	4%	-30%[20 µM]	x	1%	0.2%	0.22	-0.38	0.38	0.7	-21%	x
CC(C)NC(C(=O)Nc1cc(Cl)cc(Cl)c1)c1ccccc1 (centres undefined)	-1.7%	13%	33%	11%	-5%	-0.1%	-0.011	0.13	0.43	-0.86	23%	8%
COc1cccc(CN(CC(=O)NC2CCCC2)C(=O)Cn2nnc(-c3cccs3)n2)c1	-3.7%	14%	-19%	2%	0%	-0.2%	0.9	-0.25	0.45	-0.63	-11%	-3%
Cc1[nH]ccc(=O)c1OCc1c(F)cccc1Cl	7.5%	0%	-8%	7%	20%	-0.5%	0.18	-0.34	0.4	0.29	-23%	-5%
CCCCCOC(=O)Cn1c(N2CCCCCC2)nc2c1c(=O)[nH]c(=O)n2C	0.2%	8%	-14%	5%	0%	0.2%	-0.57	0.56	-0.1	0.34	-22%	6%
Cc1ccc(-n2ncc3c(N4CCN(c5ccc(F)cc5)CC4)ncnc32)c(C)c1	-0.8%	26%	-26%	11%	9%	0.1%	-0.39	-0.14	-0.55	-1	-1%	9%
CN1/C(=C\C(=O)C[n+]2cccc(C(N)=O)c2)C(C)(C)c2ccccc21	5.9%	2%	-56%	4%	-3%	-0.3%	1.8	-0.25	0.49	0.17	8%	12%
CSc1ccc(CCNC(=O)CN2C(=O)CCSc3ccccc32)cc1	-3.7%	-1%	2%	x	9%	0.0%	x	x	x	x	-20%	x
COc1ccc(OC)c(C(=O)CSc2nc3ccccc3n2CC(=O)NC(C)(C)C)c1	x	11%	x	4%	-20%	-0.1%	0.11	-0.16	0.11	-0.016	9%	2%
CCCc1cc(=O)[nH]c(SCC(=O)Nc2ccc(C)cc2)n1	-7.1%	-5%	5%	-1%	-2%	0.1%	0.046	0.16	0.75	-0.7	-35%	4%
O=C(CNS(=O)(=O)c1ccc2ccccc2c1)OCC(=O)c1ccc(Br)s1	6.3%	-14%	20%	-2%	5%	0.0%	0.19	0.28	0.56	-0.86	1%	7%
O=C(CCc1nc2ccccc2s1)c1ccccc1	0.7%	-6%	-3%	3%	-1%	-0.4%	0.028	-0.24	0.012	0.74	-31%	6%

Compound activity deposited in PubChem BioAssay by several laboratories.
